Screens (PubChem)
MITF inh – blocks human microphthalmia-associated transcription factor; O75030; AlphaScreen MITF homodimerization, bead proximity signal; inhibition, % at 2.6 µM; 0.91% of 650,000 active; AID 1259374; in the data active = inhibition above about 50%;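 note: 0% = vehicle wells with protein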
FBW7 act – activators of human E3 ligase FBW7; AlphaScreen FBW7–phospho-cyclin E peptide binding, activator screen; normalized activity (activation), % at 26.1 µM; 0.13% of 650,000 active; in the data active = normalized activity above about 1.9%;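 note: purified mutant Fbw7 with reduced substrate affinity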
Target sequence (Q969H0 whole entry, looked up): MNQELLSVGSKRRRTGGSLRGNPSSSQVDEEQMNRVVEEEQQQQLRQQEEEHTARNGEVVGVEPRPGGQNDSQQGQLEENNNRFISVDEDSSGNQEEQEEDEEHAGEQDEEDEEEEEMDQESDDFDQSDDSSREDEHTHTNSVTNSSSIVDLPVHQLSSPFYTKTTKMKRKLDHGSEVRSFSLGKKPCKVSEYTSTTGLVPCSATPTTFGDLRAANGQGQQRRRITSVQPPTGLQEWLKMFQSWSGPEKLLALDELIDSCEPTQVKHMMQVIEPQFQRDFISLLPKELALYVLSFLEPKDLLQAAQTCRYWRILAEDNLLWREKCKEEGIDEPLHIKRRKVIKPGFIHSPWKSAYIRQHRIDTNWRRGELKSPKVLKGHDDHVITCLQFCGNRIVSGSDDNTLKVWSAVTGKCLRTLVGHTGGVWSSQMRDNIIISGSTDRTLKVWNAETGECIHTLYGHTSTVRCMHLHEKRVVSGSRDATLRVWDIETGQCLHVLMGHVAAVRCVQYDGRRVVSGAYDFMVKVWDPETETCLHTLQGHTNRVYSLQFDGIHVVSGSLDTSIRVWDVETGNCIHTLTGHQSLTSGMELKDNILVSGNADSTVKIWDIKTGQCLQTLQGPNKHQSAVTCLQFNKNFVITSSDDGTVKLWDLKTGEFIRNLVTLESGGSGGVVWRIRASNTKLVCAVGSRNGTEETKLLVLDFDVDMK
GPR151 ag – activators of human GPR151 | Q8TDV0 | PathHunter beta-arrestin GPR151 cells, luminescence | activation, % at 11.2 µM | 1% of 650,000 active | AID 1508602; in the data active = activation above about 4.9%;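 note: 0% = median of compound wells and 100% = cells with positive control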
TEAD-YAP block – TEAD-YAP interaction inhibition; inhibition, % at 9.12 µM; 1.4% of 640,000 active; HEK-TIYL cells, TEAD-Gal4/YAP UAS-luciferase luminescence; in the data active = inhibition above about 32%;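 note: 0% = median of test compound wells and 100% = reference inhibitor wells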
Starred values were filed as active, the others as inactive.

SMILES	MITF inh	FBW7 act	GPR151 ag	TEAD-YAP block
COC(=O)c1c(NC(=O)c2sc3ccccc3c2Cl)sc2c1CCCC2	6.7	0.1	-0.5	-7.5
CCN1CCN(c2nc3c(c(=O)[nH]c(=O)n3C)n2Cc2ccccc2C)CC1	1.9	-0.2	0.3	6.5
Cc1ccc(OCc2nnc3sc(NC(=O)c4ccccc4)nn23)cc1	1.2	-0.1	-0.9	3.4
CCOC(=O)c1cnc(Nc2nc3ccccc3s2)nc1CSc1nnc(C)s1	8.0	-0.1	-0.1	3.8
COC(=O)NNC(=O)c1ccc(OC)c(OC)c1	6.1	0.2	-1.0	-1.9
O=C(NCCCO)c1cccc(S(=O)(=O)Nc2cccc(C(F)(F)F)c2)c1	2.6	0.0	0.5	5.3
CC(NCc1c(C(=O)N2CCCC2)nc2sccn12)c1ccc(F)cc1 (configuration not stated)	-7.9	-0.2	-1.4	-8.6
CC(CN1CCOCC1)OC(=O)c1cc2ccccc2o1 (configuration not stated)	2.5	-0.1	-1.2	0.8
CC(C)n1cnc2c(NCCc3ccc(O)cc3)nc(NC3CCN(Cc4ccccc4)CC3)nc21	1.0	0.1	0.9	31.5
Cc1sc2[nH]c(=S)n(Cc3ccccc3)c(=O)c2c1C	1.2	-0.1	0.6	3.7
CSc1ccc(S(=O)(=O)CC(=O)Nc2cccc(NC(C)=O)c2)c([N+](=O)[O-])c1	1.9	-0.2	1.9	-1.7
CN(c1ccc(Cl)cc1)S(=O)(=O)c1ccc2[nH]cc(C(=O)NC3CCCC3)c(=O)c2c1	14.7	0.0	-0.6	2.0
COC(=O)C1=C(C)NC(=O)N(C(C)=O)C1c1cccc(Oc2ccccc2)c1 (configuration not stated)	-8.3	0.0	0.5	0.2
COCCCNC(=O)C(C)n1c2ccccc2c2cn[nH]c(=O)c21 (configuration not stated)	4.0	0.0	-1.5	8.7
COC(=O)C1=C(C)N(C(C)c2ccccc2)C(=O)/C1=C\c1cccs1 (configuration not stated)	26.5	-0.2	-0.9	8.5
CCOC(=O)C1=C(C)Nc2ncnn2C1c1ccncc1 (configuration not stated)	8.6	-0.1	-0.5	-2.0
O=C(NCC1CCCO1)C1CCN(Cc2ccc(OCc3ccccc3)cc2)CC1 (configuration not stated)	17.4	-0.2	-1.6	-12.4
Cc1cc(C)n2nc(CC(=O)NC3CC4(CCCCC4)Oc4ccccc43)nc2n1 (configuration not stated)	-5.8	0.0	-0.4	-4.9
CCOc1ccc2nc(C)cc(Nc3ccc(Br)cc3)c2c1	-6.7	-0.1	-0.8	8.3
COc1ccc(N2CCN(S(=O)(=O)c3cc(C(=O)Nc4cccc(C)c4)ccc3F)CC2)cc1	10.5	0.2	1.6	10.7
CCN(CC)c1nc(NCCc2ccc(OC)cc2)nc(Oc2ccccc2)n1	-6.6	0.0	-0.4	7.9
O=C(NCCCc1ccccc1)c1cc2c(s1)CS(=O)(=O)C2	-3.2	-0.1	1.9	-13.4
CC(C)CN1CCC(C(=O)NCc2ccccc2Cl)CC1	43.1	0.4	1.9	3.2
COc1ccc(C(C)=O)cc1N1C(=O)C2C3C=CC(CO)(O3)C2C1=O (configuration not stated)	12.2	0.1	0.4	2.7
CCC(=O)N1CCc2cc(S(=O)(=O)Nc3ccc(Br)cc3C)ccc21	9.1	0.9	0.3	-2.3
Cc1cn(CC(C)C)c(=O)[nH]c1=O	-0.9	-0.1	-0.6	-0.8
Cc1cnc(-c2c(C)nn(C)c2C)nc1NCCO	4.3	0.1	0.2	3.6
COc1ccc2c(c1)CC(C(=O)Nc1ccc(-c3ccncc3)cc1OCCCN(C)C)CO2 (configuration not stated)	-0.4	-0.1	0.0	-14.3
Cn1c(SCC(=O)Nc2cccc(F)c2)nnc1-c1cccs1	-7.1	-0.2	1.2	-4.5
CCOC(=O)C(CC1=CNC2C=CC=CC12)NC(=O)c1ccc([N+](=O)[O-])cc1 (configuration not stated)	14.2	0.0	0.5	-8.2
CCc1cccc(NC(=O)c2coc(=O)c3ccccc23)c1	-3.5	0.8	0.0	4.3
CCc1ccc(NC(=O)C(C)N(c2ccc(C)c(C)c2)S(C)(=O)=O)cc1 (configuration not stated)	-1.4	-0.2	2.0	-0.6
COCCN(C(=O)Nc1cc(C)ccc1OC)C1CCN(CCCc2ccccc2)CC1	-8.4	0.0	-0.1	-4.9
CCOC(=O)C1=CN(Cc2ccc(OC)c(OC)c2)C=C(C(=O)OCC)C1c1ccccc1Br	-14.7	0.2	0.5	-8.0
CCCCN(Cc1ccccc1)C(=O)c1cc2c(=O)n3ccccc3nc2s1	-27.1	0.2	-0.6	-30.8
COCCOP(=Nc1cc([N+](=O)[O-])ccc1OC)(c1ccc(C)o1)C(C)(C)C (configuration not stated)	15.2	-0.2	0.6	0.4
Cc1cc(C)cc(N=C2NC(=O)/C(=C\c3cc(C)n(-c4ccc(I)cc4)c3C)S2)c1	9.1	0.2	1.8	-3.0
COc1ccc(-n2c(=O)c3c(n4cnnc24)-c2ccccc2CC32CCCCC2)cc1	1.9	0.2	-1.8	-2.8
CCc1ccc(-c2nc(CS(=O)CC(=O)NCc3ccccc3Cl)c(C)o2)cc1 (configuration not stated)	-2.2	0.2	-0.3	-0.5
CC1=CSC2=NC(=O)/C(=C/c3cc(C)n(-c4ccc(F)cc4)c3C)C(=N)N12	20.0	0.0	-0.3	-21.4
COc1c(Cl)c(Cl)nc(Cl)c1C(N)=O	-7.2	-0.1	0.0	0.1
O=C(NC1CC1)C1CCC(=O)N1Cc1ccc(F)cc1 (configuration not stated)	8.5	0.2	-0.6	14.3
CCC(C(=O)N1CCN(C2CCCCC2)CC1)n1sc2ccccc2c1=O (configuration not stated)	-8.3	-0.3	1.4	-11.0
COc1ccccc1CN1CCOCC1	58.5*	0.0	-1.5	11.2
CCN(CC)CCCC(C)NS(=O)(=O)c1ccc(C#N)cc1 (configuration not stated)	9.3	-0.1	-0.6	-4.6
COc1ccc(OC)c(C2CC(=O)N3CN(Cc4ccccc4)CSC3=C2C#N)c1 (configuration not stated)	10.1	-0.1	0.5	-13.1
CC1CCCCC1N(C(=O)c1ccco1)C(C(=O)NC1CCCC1)c1ccncc1 (configuration not stated)	-14.4	0.0	-1.5	0.1
N#Cc1c(-c2ccccc2)cc(-c2cccs2)nc1SCC(=O)Nc1ccccc1[N+](=O)[O-]	4.6	0.0	0.8	1.1
CC(NS(C)(=O)=O)C(c1cccs1)N1CCN(c2ccc(F)cc2)CC1 (configuration not stated)	6.5	-0.5	-0.5	11.4
Cc1cc(OCC(=O)Nc2sc3c(c2C(N)=O)CCCC3)cc(C)c1Cl	9.6	0.0	1.5	-1.3
N=C1S/C(=C\c2ccc(-c3ccc(F)c(Cl)c3)o2)C(=O)N1c1nonc1N	-5.6	-0.3	0.9	8.0
O=c1c([N+](=O)[O-])c(NCC(O)c2ccccc2)c2ccccc2n1-c1ccccc1 (configuration not stated)	-7.7	0.0	-0.3	11.9
COc1ccc(/C=C/C(=O)NCCOc2ccc(Cl)cc2)cc1OC	5.0	0.1	0.6	-6.9
Cc1ccc(S(=O)(=O)/N=C2/C=CC(=O)C(C(C)C)=C2)cc1	12.0	-0.1	0.6	2.9
O=C(Nc1cc(Oc2ccc(F)cc2)cc([N+](=O)[O-])c1)c1nc2nc(-c3ccccc3)cc(C(F)(F)F)n2n1	13.9	0.0	0.1	0.9
Cc1cc(Nc2ccc(N3CCOCC3)cc2)nc(N2CCN(Cc3ccc4c(c3)OCO4)CC2)n1	16.1	-0.3	0.6	8.9
CC1=C(C(=O)Nc2cccnc2)C(c2cccnc2)n2nc(-c3cccs3)nc2N1 (configuration not stated)	8.9	0.0	-0.2	10.4
O=C(Nc1cc(Cl)ccc1Cl)c1ccccc1[N+](=O)[O-]	7.3	-0.3	0.6	10.2
O=C(CN1CCN(Cc2ccc(F)cc2Cl)C1=O)NC1CCCCCCC1	0.2	-0.2	-0.1	1.0
COc1cccc2sc(N(CC3CCCO3)C(=O)CCSc3ccc(F)cc3)nc12 (configuration not stated)	-8.3	-0.1	1.3	-1.1

(next part)
SMILES	MITF inh	FBW7 act	GPR151 ag	TEAD-YAP block
COc1ccc(C(=O)COC(=O)c2ccc3c(c2)C(=O)N(c2ccc(C(C)=O)cc2)C3=O)cc1	10.4	0.0	0.0	-4.9
N/C(=N\NC(=O)c1ccc(F)cc1)c1cc2c(ccc3ccccc32)oc1=O	5.8	-0.1	-1.2	-7.8
COc1ccc(NC(=O)c2c(NC(=O)c3ccncc3)sc3c2CCCCC3)cc1	1.3	-0.1	0.7	7.3
c1cc2c(cc1CNCC1CCCO1)OCO2 (configuration not stated)	8.4	-0.3	1.4	14.8
Cc1ccc(C2CC(c3ccccc3C)n3nc(N)nc3N2)cc1 (configuration not stated)	-6.4	-0.1	-0.5	2.2
CCCc1c(C)nc(N)c2c1C(=O)NC2=O	7.7	0.2	-0.9	-1.5
Cc1csc(SCC(=O)c2ccc(NC(=O)CC(C)C)cc2)n1	14.8	0.6	-0.5	-36.8
COc1ccc2nc(NC(=O)Cn3c(C)cc4ccccc4c3=O)sc2c1	0.5	0.0	-1.4	2.8
COCCn1c(C)cc(C(=O)CSc2nc3ccc(Cl)cc3[nH]2)c1C	9.7	-0.1	0.3	-20.2
C=CCNC(=O)c1cc2c(n(-c3ccccc3)c1=O)CC(C)(C)CC2=O	-1.1	0.0	1.6	-8.4
COc1ccc(OCC(=O)Nc2ccccc2O)cc1	-11.6	1.0	1.9	-73.2
Cc1ccc(-n2nc3ccc(NC(=O)c4ccc(Cl)c([N+](=O)[O-])c4)cc3n2)cc1	6.0	-0.2	-1.5	-8.4
O=C(NCc1ccccc1)c1ccc(CS(=O)Cc2ccc(Cl)cc2)o1 (configuration not stated)	2.9	0.2	2.0	5.2
N#Cc1c(-c2ccc(F)cc2)cc(-c2ccccc2)nc1SCC(=O)OCc1ccccc1	4.0	0.2	-0.3	2.6
CCOc1ccc(/C=N/NC(=O)CCC(=O)Nc2ccccc2C)cc1	16.1	0.2	0.3	-3.3
COc1ccnc(N2CCC(N(Cc3ccco3)S(C)(=O)=O)CC2)n1	-1.3	-0.1	-1.0	3.6
O=C(CNc1ccc(C(F)(F)F)cc1[N+](=O)[O-])N1CCOCC1	-11.4	0.0	-0.2	-4.2
CCOc1cc(/C=C2/SC(=S)N(NC(=O)c3ccccc3OC)C2=O)ccc1O	6.4	-0.2	-2.3	-3.1

3 compounds already listed, arranged by number of heavy atoms, low to high:
SMILES	MITF inh	FBW7 act	GPR151 ag	TEAD-YAP block
O=C(NCc1ccccc1)c1ccc(CS(=O)Cc2ccc(Cl)cc2)o1 (configuration not stated)	2.9	0.2	2.0	5.2
COc1ccc(NC(=O)c2c(NC(=O)c3ccncc3)sc3c2CCCCC3)cc1	1.3	-0.1	0.7	7.3
N#Cc1c(-c2ccc(F)cc2)cc(-c2ccccc2)nc1SCC(=O)OCc1ccccc1	4.0	0.2	-0.3	2.6

Among those listed so far, 11 contain two or more sulfur atoms:
SMILES	MITF inh	FBW7 act	GPR151 ag	TEAD-YAP block
COC(=O)c1c(NC(=O)c2sc3ccccc3c2Cl)sc2c1CCCC2	6.7	0.1	-0.5	-7.5
CCOC(=O)c1cnc(Nc2nc3ccccc3s2)nc1CSc1nnc(C)s1	8.0	-0.1	-0.1	3.8
Cc1sc2[nH]c(=S)n(Cc3ccccc3)c(=O)c2c1C	1.2	-0.1	0.6	3.7
CSc1ccc(S(=O)(=O)CC(=O)Nc2cccc(NC(C)=O)c2)c([N+](=O)[O-])c1	1.9	-0.2	1.9	-1.7
O=C(NCCCc1ccccc1)c1cc2c(s1)CS(=O)(=O)C2	-3.2	-0.1	1.9	-13.4
Cn1c(SCC(=O)Nc2cccc(F)c2)nnc1-c1cccs1	-7.1	-0.2	1.2	-4.5
N#Cc1c(-c2ccccc2)cc(-c2cccs2)nc1SCC(=O)Nc1ccccc1[N+](=O)[O-]	4.6	0.0	0.8	1.1
CC(NS(C)(=O)=O)C(c1cccs1)N1CCN(c2ccc(F)cc2)CC1 (configuration not stated)	6.5	-0.5	-0.5	11.4
COc1cccc2sc(N(CC3CCCO3)C(=O)CCSc3ccc(F)cc3)nc12 (configuration not stated)	-8.3	-0.1	1.3	-1.1
Cc1csc(SCC(=O)c2ccc(NC(=O)CC(C)C)cc2)n1	14.8	0.6	-0.5	-36.8
CCOc1cc(/C=C2/SC(=S)N(NC(=O)c3ccccc3OC)C2=O)ccc1O	6.4	-0.2	-2.3	-3.1
